Assay outcomes as filed in PubChem.
RXFP1 antagonist = blocks the human relaxin receptor RXFP1; Q9HBX9; HEK293-RXFP1, relaxin-stimulated cAMP HTRF, 30 min; stronger effect = lower value; activity change, negative = inhibition, % at 57.5 µM; 350,000 tested, 0.59% active; AID 1259400;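 active = activity change of -60% or lower, but not beyond a set lower limit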
Target sequence (Q9HBX9 whole entry, looked up): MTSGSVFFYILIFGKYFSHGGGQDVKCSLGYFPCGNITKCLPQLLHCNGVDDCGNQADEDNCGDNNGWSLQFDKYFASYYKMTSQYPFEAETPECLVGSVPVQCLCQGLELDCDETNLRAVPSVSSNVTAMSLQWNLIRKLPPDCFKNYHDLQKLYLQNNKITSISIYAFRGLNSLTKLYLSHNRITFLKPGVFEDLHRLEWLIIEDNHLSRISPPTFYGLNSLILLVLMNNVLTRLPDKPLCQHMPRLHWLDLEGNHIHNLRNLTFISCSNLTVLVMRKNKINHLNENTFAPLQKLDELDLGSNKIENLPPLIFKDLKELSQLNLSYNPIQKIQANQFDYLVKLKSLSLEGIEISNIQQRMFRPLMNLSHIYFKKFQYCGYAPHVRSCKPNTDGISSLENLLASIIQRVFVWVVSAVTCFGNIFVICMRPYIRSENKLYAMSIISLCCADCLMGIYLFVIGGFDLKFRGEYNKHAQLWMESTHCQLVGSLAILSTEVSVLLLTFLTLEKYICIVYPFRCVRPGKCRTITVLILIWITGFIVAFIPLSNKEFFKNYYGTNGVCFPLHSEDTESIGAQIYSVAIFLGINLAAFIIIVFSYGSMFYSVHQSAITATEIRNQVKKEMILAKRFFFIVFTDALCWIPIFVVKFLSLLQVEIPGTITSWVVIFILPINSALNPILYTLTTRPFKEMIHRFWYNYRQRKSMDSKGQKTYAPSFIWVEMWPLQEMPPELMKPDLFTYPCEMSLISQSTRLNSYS
An asterisk follows results filed as active. % is set by controls: 0 for no effect and ±100 for the full control effect.

#	mol	RXFP1 antagonist
1	O=C(NN=Cc1ccccc1)C(Oc1ccccc1)c1ccccc1 (configuration not stated)	-11
2	CCCCn1c(N)c(N(CC(C)C)C(=O)c2ccc(OC)c(S(=O)(=O)N3CCOCC3)c2)c(=O)[nH]c1=O	0
3	CC(C)(O)CN(C(=O)c1ccc([N+](=O)[O-])cc1)C1CCCC1	-2
4	CN(C)c1ccc(C=NNC(=S)Nc2ccc(F)cc2)cc1	-9
5	COc1ccc(CN(C)C[C@@H]2OCc3cnnn3CCCC(=O)N([C@@H](C)CO)C[C@H]2C)cc1	-6
6	CCCCCC(=O)N1C[C@H](n2cc(COC(=O)c3ccccc3)nn2)[C@@H](O)C[C@@H]1c1ccccc1	-3
7	Cc1cc(C(=O)COC(=O)c2ccc(F)cc2)c(C)n1C	-4
8	CCCCNC(=O)c1cc2nc(-c3ccc(OC)cc3)cc(C(F)(F)F)n2n1	9
9	CC(=O)c1cccc(NC(=O)COC(=O)C2CCCN2C(=O)c2cccs2)c1 (configuration not stated)	-11
10	O=C(c1ccc2c(c1)OCO2)N1CCN(CCN2C(=O)c3cccc4cccc(c34)C2=O)CC1	1
11	CC12CCC(C)(O1)C1C(=O)N(c3nccs3)C(=O)C12 (configuration not stated)	-1
12	CC(OC(=O)c1ccc2c(c1)OCO2)C(=O)NC1CCCCC1 (configuration not stated)	7
13	N#C/C(=C\c1cccc2ccccc12)c1nn(-c2ccccc2)c(N)c1C#N	13
14	O=C1NCC(Nc2ccc(Br)cc2)C(=O)N1 (configuration not stated)	-9
15	c1ccc(C2CC3CC(c4ccccc4)N2O3)cc1 (configuration not stated)	1
16	S=C(Cc1ccc(-c2ccccc2)cc1)N1CCOCC1	4
17	Cc1ccc(F)cc1NC(=O)/C=C/c1ccc(S(=O)(=O)N2CCOCC2)cc1	-7
18	O=C(COC(=O)COc1ccccc1[N+](=O)[O-])Nc1ccc2c(c1)OCO2	-1
19	CCc1ccc(C(C)NC(=O)c2cccs2)cc1 (configuration not stated)	-9
20	COCC(=O)N(C)C[C@H]1Oc2ncc(Br)cc2C(=O)N([C@@H](C)CO)C[C@H]1C	4
21	Cc1ccccc1S(=O)(=O)/N=C(/Nc1nc2ccccc2s1)c1ccccc1	13
22	O=C(Nc1ccccc1)C1CCOC1=O (configuration not stated)	6
23	CCN1C(=O)[C@H]2[C@@H](c3ccc(C(F)(F)F)cc3)N[C@]3(CCCN(Cc4ccc(OC)cc4)C3=O)[C@H]2C1=O	3
24	CC(C)N1CC2(CC(c3ccccc3C(F)(F)F)=NO2)CN1C(=O)c1ccco1 (configuration not stated)	10
25	Cc1ccc(-c2nnc(OCc3nc4ccccc4n3C)c3ccccc23)cc1	-6
26	Clc1ccc2c(c1)Nc1ccccc1S2	-9
27	O=C(COc1cccc(C(F)(F)F)c1)Nc1nnc(C2CC2)s1	-9
28	O=C(Sc1n[nH]c(=O)[nH]c1=O)c1ccccc1	-1
29	O=C(Nc1ccc(C(=O)N2CCOCC2)cc1)Nc1cccc(C(F)(F)F)c1	-13
30	O=c1o[nH]c(-c2ccccc2)c1-c1ccccc1	-4
31	O=C(NNC(=O)c1cccc(S(=O)(=O)N2CCCCC2)c1)c1ccccc1	6
32	C[C@@H]1CN([C@H](C)CO)C(=O)CCCn2cc(nn2)CO[C@H]1CN(C)C(=O)Nc1cccc(C(F)(F)F)c1	3
33	CCOc1ccc(CCNC(=O)COC(=O)c2[nH]c(C)c(C(C)=O)c2C)cc1OCC	-2
34	Nc1ccc2c(c1)Cc1cc(N)c(Br)cc1-2	-9
35	Cc1ccc(C2=CSC3=NCCN23)cc1	-12
36	Cc1c(CCCl)c(Cl)n2c(nc3ccccc32)c1C#N	1
37	O=S(=O)(c1ccccc1C(F)(F)F)N1CCN(c2ncnc3sccc23)CC1	-19
38	COc1ccc(CCN2CC(C(=O)NCC(c3ccccc3)N(C)C)CC2=O)cc1OC (configuration not stated)	-90*
39	COc1ccc2[nH]c3c(c2c1)CNCC3	0
40	COC1Cc2ccccc2N(C(N)=O)c2ccccc21 (configuration not stated)	-15
41	Cc1ccc(NC(=O)CN(C)C(=O)Cc2c[nH]c3ccccc23)cc1	0
42	C[C@@H]1CCCCO[C@@H](CN(C)Cc2ccccc2)[C@@H](C)CN([C@H](C)CO)C(=O)c2cc(N(C)C)ccc2O1	-10
43	O=C(c1ccccc1)C(O)(CN1CCCCC1)c1ccccc1 (configuration not stated)	12
44	CC(NC(=O)CN1C(=O)NC2(CCCCC2)C1=O)c1ccc(S(N)(=O)=O)cc1 (configuration not stated)	-1
45	O=c1ccnc(Nc2ccc([N+](=O)[O-])cc2)[nH]1	18
46	O=C(O)C(SC(C(=O)O)c1ccccc1)c1ccccc1 (configuration not stated)	-6
47	Cc1c(C(=O)NNC(=O)c2ccccc2O)oc2ccccc12	7
48	Cc1ccc(S(=O)(=O)Nc2ccc3cn[nH]c3c2)cc1C	-5
49	O=[N+]([O-])c1cccc(C=NNc2ccccc2)c1	-8
50	CCCCCCCC/C=C/C(=O)O	-22
51	COc1ccc(Cc2ccccc2C(=O)O)cc1	2
52	CCN(C(=O)COC(=O)/C=C/c1ccc(Cl)c(Cl)c1)c1c(N)n(Cc2ccccc2)c(=O)[nH]c1=O	-4
53	CN1OC[C@@H]2CN[C@H](c3ccc(-c4cccc(F)c4)cc3)C[C@@H]21	-1
54	O=C(Nc1ccccc1F)c1nc[nH]c1C(=O)NCc1ccccc1	-16
55	CC(=O)Oc1ccc2ccc3ccc(C(C)=O)cc3c2c1	-2
56	CCn1nnc2cc(C(=O)N3CCC(C(=O)OC)CC3)ccc21	-20
57	Cc1ccc(S(=O)(=O)Oc2ccccc2-c2ccccc2)cc1	-18
58	Oc1c(CN2CCOCC2)cc(CN2CCOCC2)c(O)c1O	32
59	CC(C)CC1C(=O)N(Cc2cn(CCC3OCCCO3)nn2)CCS(=O)(=O)N1Cc1ccc(-c2ccc(Cl)c(Cl)c2)cc1 (configuration not stated)	1
60	COc1cccc(/C=C2/CCC(CN(C)C)C2=O)c1 (configuration not stated)	-25

The list goes on.
#	mol	RXFP1 antagonist
61	c1ccc2c(c1)ccc1nnnn12	-4
62	CC(=O)c1nn(-c2ccc(Cl)cc2)cc1C(=O)c1ccc(C)cc1	5
63	c1ccc2c(C3OCC4(CCCC4)CO3)cccc2c1	-26
64	O=C1CSCc2nc3ccccc3n21	-11
65	O=C(C=Cc1ccco1)c1ccco1	-7
66	Cc1cc(C(F)(F)F)nn1CC(=O)N(C)C1CCCCC1	4
67	O=C(c1ccc(Br)cc1)c1coc2ccc(O)cc12	8
68	CCCCOc1ccc(C(=O)NCC(=O)NNC(=O)c2ccco2)cc1	-21
69	NS(=O)(=O)c1ccc(CCNC(=O)c2ccc(Cl)c(S(=O)(=O)N3CCCCC3)c2)cc1	-2
70	O=C(N/N=C/c1ccc(Cl)c([N+](=O)[O-])c1)c1ccc2c(c1)OCCO2	-8
71	O=C(CSCC(=O)NN=Cc1ccccc1O)NN=Cc1ccccc1O	-13
72	COc1cc(C(=O)NC2CC(C)CC(C)(C)C2)cc(OC)c1OC (configuration not stated)	8
73	O=C(C[C@H]1C(=O)N(c2ccc(Br)cc2)C[C@@H]1Cc1ccccc1)Nc1ccccc1	-6
74	CC(NS(C)(=O)=O)C(c1cccs1)N1CCN(c2ccccc2F)CC1 (configuration not stated)	5
75	Cc1cc(Br)cc(C=Nc2ccc(N3CCOCC3)cc2)c1O	1
76	C#CCN(C[C@@H]1[C@@H](OC(=O)NCc2ccccc2F)[C@@H](OC(=O)NCc2ccccc2F)Cn2c(=O)ccc(=O)n21)S(=O)(=O)c1ccc(C)cc1	3
77	COc1cc(NC(=O)c2ccc(N3CCCC3=O)cc2)cc(OC)c1	1
78	O=S(=O)(NCCN1CCN(S(=O)(=O)c2ccccc2F)CC1)c1ccccc1F	-2
79	COc1ccc2c(c1)Cc1cc(NC(=O)c3ccccc3-c3ccccc3C(=O)O)ccc1-2	5
80	O=C(O)C(Cc1cc(I)c(O)c(I)c1)c1ccccc1 (configuration not stated)	-11
81	O=C1CCCc2c(O)cccc21	-4
82	Cc1ccccc1OCCC(=O)OCC(=O)Nc1ccc(C)c(S(=O)(=O)N2CCCCC2)c1	-2
83	O=C1OC(Oc2ccc(Br)cc2)(c2ccccc2)c2ccccc21 (configuration not stated)	-19
84	O=C(Nc1ccccc1)OCC1COC(c2ccccc2)(c2ccccc2)O1 (configuration not stated)	-1
85	CCC1(CC)C(=O)NC(=O)NC1=S	-1
86	COC(=O)c1ccc(CNC(=O)COC(=O)/C=C/c2ccc(OC)c(OC)c2)cc1	2
87	Cc1cc(C(=O)CSc2nc(N)cc(=O)[nH]2)c(C)n1CC1CCCO1 (configuration not stated)	-13
88	COc1ccccc1CC(=O)N1CCN(c2ccc(F)cc2)CC1	-14
89	COc1ccccc1NC(=O)c1oc2ccccc2c1NC(=O)c1cc(OC)c(OC)c(OC)c1	-10
90	O=C(CSc1nnc(NC(=O)c2ccccc2[N+](=O)[O-])s1)NC1CCCC1	-28
91	COc1cc(C(=O)OC(C)C(=O)Nc2ccc3c(c2)OCCO3)cc(OC)c1OC (configuration not stated)	-8
92	O=C(Nc1cc(S(=O)(=O)N2CCCC2)ccc1Cl)c1cc(F)c(F)c(F)c1F	-4
93	CCOC(=O)/C=C1/SCC(=O)N1CC(=O)Nc1ccc2c(c1)CCC2	-34
94	Cc1ccc(C2(c3ccc(C)cc3)NC(=O)N(CC(=O)NCCCN3CCCC3=O)C2=O)cc1	9
95	CCN(CC)CCn1c(=S)[nH]c2cc(C(=O)NCCc3ccc(OC)c(OC)c3)ccc2c1=O	-1
96	Cc1ccc(CNS(=O)(=O)c2ccc(Cl)s2)cc1	-7
97	O=C(CS(=O)(=O)Cc1ccccc1)Nc1ccc(Br)cc1F	-6
98	COc1ccc(N=Cc2ccc(N(CCC#N)CCC#N)cc2)cc1	-2
99	O=C1CCCC(=NNC(=O)c2cc3ccccc3cc2O)C1	-21
100	CC1C(=O)N(Cc2cn(CCC3OCCO3)nn2)CCS(=O)(=O)N1Cc1ccc(-c2ccc(Cl)c(Cl)c2)cc1 (configuration not stated)	3
101	Oc1cccc(-c2c3nc(c(-c4cccc(O)c4)c4ccc([nH]4)c(-c4cccc(O)c4)c4nc(c(-c5cccc(O)c5)c5ccc2[nH]5)CC4)C=C3)c1	-100*
102	CC1CN(CC(O)c2ccc(Br)cc2)CCO1 (configuration not stated)	0
103	CN(C(=O)COC(=O)CNC(=O)c1sc2ccccc2c1Cl)C1CCS(=O)(=O)C1 (configuration not stated)	-15
104	O=C(O)c1ccc([N+](=O)[O-])c2c1C(=O)c1ccccc1C2=O	-1
105	CC1CCCC(C)N1C(=O)CN1c2cccc3cccc(c23)S1(=O)=O (configuration not stated)	-6

Four records drawn at random from the list so far, as already listed:
#	mol	RXFP1 antagonist
99	O=C1CCCC(=NNC(=O)c2cc3ccccc3cc2O)C1	-21
94	Cc1ccc(C2(c3ccc(C)cc3)NC(=O)N(CC(=O)NCCCN3CCCC3=O)C2=O)cc1	9
100	CC1C(=O)N(Cc2cn(CCC3OCCO3)nn2)CCS(=O)(=O)N1Cc1ccc(-c2ccc(Cl)c(Cl)c2)cc1 (configuration not stated)	3
101	Oc1cccc(-c2c3nc(c(-c4cccc(O)c4)c4ccc([nH]4)c(-c4cccc(O)c4)c4nc(c(-c5cccc(O)c5)c5ccc2[nH]5)CC4)C=C3)c1	-100*

(listing goes on)
#	mol	RXFP1 antagonist
106	COc1cc2c(N3CCN(C(=O)Nc4ccc(OC(C)C)cc4)CC3)ncnc2cc1OCCCN1CCCCC1	14
107	O=[N+]([O-])c1ccc2c(c1)CCN2	8
108	COc1ccc(C(=O)Nc2ccc(S(=O)(=O)N(C)c3ccccc3)cc2)cc1	-21
109	CC1CC(=O)Nc2ccccc2N1 (configuration not stated)	-6
110	Oc1c(Cl)c(Cl)c2ncccc2c1Cl	1
111	O=[N+]([O-])c1ccc(C=NNc2ccccc2)cc1	-14
112	COc1ccc(C2=CCCC2)c(OC)c1	-7
113	C=CCSc1nnc(NC(=O)C2CC(=O)N(c3ccc4c(c3)OCCO4)C2)s1 (configuration not stated)	1
114	O=C(O)CC(C(=O)O)C(c1ccccc1)c1ccccc1 (configuration not stated)	3
115	COc1ccc(OC)c(C(=O)Nc2c(O)ccc3ccccc23)c1	-6
116	N#CC1(Nc2ccc(Br)cc2)CCCC1	1
117	CCN(CC(=O)Nc1cccc(F)c1)CC(=O)Nc1ccc2c(c1)OCCO2	7
118	c1ccc(C(=NNc2nc3ccccc3s2)c2ccccn2)cc1	-9
119	CCOC(=O)C1=NNC(C(=O)OCC)C1c1ccccc1 (configuration not stated)	-2
120	Cc1cccn2c(=O)c3cc(C(=O)N4COCC4(C)C)n(Cc4ccccc4)c3nc12	-10

Rewritten with each value named: four of the compounds above.
(118) c1ccc(C(=NNc2nc3ccccc3s2)c2ccccn2)cc1
  RXFP1 antagonist: -9

(110) Oc1c(Cl)c(Cl)c2ncccc2c1Cl
  RXFP1 antagonist: 1

(114) O=C(O)CC(C(=O)O)C(c1ccccc1)c1ccccc1 (configuration not stated)
  RXFP1 antagonist: 3

(117) CCN(CC(=O)Nc1cccc(F)c1)CC(=O)Nc1ccc2c(c1)OCCO2
  RXFP1 antagonist: 7

More results
#	mol	RXFP1 antagonist
121	CCCS(=O)c1ccc2nc(NC(=O)OC)[nH]c2c1 (configuration not stated)	-10
122	CCOC(=O)C1CCN(C(=O)COC(=O)c2ccccc2OCC)CC1	2
123	NC[C@H]1O[C@H](O[C@H]2[C@H](O[C@@H]3O[C@H](CO)[C@@H](O)[C@H]3O)C(O)[C@H](N)C[C@@H]2N)[C@H](N)[C@@H](O)[C@@H]1O (some centres not stated)	0
124	CC(=O)c1ccc(S(=O)(=O)Nc2ccc3c(c2)OCO3)cc1	1
125	COc1ccc(CCn2c(C)cc(C(=O)COC(=O)c3ccc(O)cc3O)c2C)cc1	-32
126	Cc1ccc(S(=O)(=O)N2CCC[C@H]2C(=O)Oc2ccccc2)cc1	22
127	O=C(COc1ccc(F)cc1Cl)N(Cc1nnc(-c2ccccc2Cl)o1)C1CC1	-8
128	C[C@H](CO)N1C[C@H](C)[C@@H](CN(C)Cc2ccc(F)cc2)Oc2ncc(Br)cc2C1=O	-15

These rows are one share of the data. The share of hits here may be higher or lower than overall.
